# TRPC6 act: activates the mouse TRPC6 cation channel; B-score at 10 µM; HEK293-TRPC6 membrane potential dye fluorescence; active compounds read high; AID 2550; Q61143; actives 0.13% (n = 310,000);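 active = B-score of the integrated fluorescence ratio above library mean plus 3 SD, and starting fluorescence ratio within library mean plus 5 SD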;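 note: higher score means more depolarization so channel activation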
# RGS4 inh: human RGS4 inhibition | P49798 | HEK293 M3R/RGS4 inducible, Fluo-4 calcium flux; active compounds read high; triggered by carbachol at its EC20 | B-score at 10 µM | actives 0.45% (n = 310,000) | AID 463165;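 active = B-score, a plate-corrected calcium signal, over three deviations above library mean, with baseline fluorescence within five deviations of library mean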;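 note: RGS4 expression induced by doxycycline in cells with stable M3 receptor; B-score is computed from the integrated fluorescence ratio over baseline after carbachol; higher B-score means a larger calcium signal and so more RGS4 inhibition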
# Target sequence (P49798 whole entry, looked up): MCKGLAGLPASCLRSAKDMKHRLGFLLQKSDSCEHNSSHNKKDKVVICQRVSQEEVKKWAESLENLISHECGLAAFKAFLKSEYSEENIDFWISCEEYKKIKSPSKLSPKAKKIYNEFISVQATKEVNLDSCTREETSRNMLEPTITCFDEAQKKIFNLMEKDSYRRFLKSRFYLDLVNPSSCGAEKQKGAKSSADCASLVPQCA
# TMEM16A act: activators or potentiators of mouse TMEM16A chloride channel; HEK293 TMEM16A/YFP-H148Q/I152L, iodide quench fluorescence; active compounds read low; actives 0.3% (n = 340,000); Q8BHY3; AID 623877; B-score at 10 µM;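 active = fluorescence-ratio B-score plate-corrected deviation score at least 3 library SD below zero, with starting fluorescence score within 5 deviations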;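 note: channel opened by trigger with iodide after compound preincubation; score built on the fluorescence ratio of max minus min over baseline; more negative score means more quench and so TMEM16A activation or potentiation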
# MrgX1 ag: activates human MrgX1 receptor signaling; B-score at 10 µM; MrgX1-HEK293 cells, Fluo-4 calcium fluorescence, agonist mode; active compounds read high; Q96LB2; actives 0.44% (n = 310,000);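 active = calcium response B-score plate-corrected fluorescence ratio at least 3 library SD, with starting fluorescence B-score inside 5 SD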
# Target sequence (Q96LB2 whole entry, looked up): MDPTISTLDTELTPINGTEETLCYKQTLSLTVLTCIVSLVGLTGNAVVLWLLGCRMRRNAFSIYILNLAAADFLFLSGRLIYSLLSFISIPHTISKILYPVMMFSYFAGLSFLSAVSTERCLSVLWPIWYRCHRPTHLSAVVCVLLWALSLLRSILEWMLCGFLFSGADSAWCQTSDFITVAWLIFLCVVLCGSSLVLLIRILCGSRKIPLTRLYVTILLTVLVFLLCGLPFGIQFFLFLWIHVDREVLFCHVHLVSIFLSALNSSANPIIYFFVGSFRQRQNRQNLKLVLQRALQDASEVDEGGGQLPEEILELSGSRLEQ
#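 Assay system: MrgX1-expressing HEK293 cells / Amount: fifteen thousand cells per well / Doses: test compound in the initial addition of three / Timing: cells plated overnight, dye loaded 0.5 h 37 °C, 0.5 h room temperature / Technique: kinetic calcium dye fluorescence, Fluo-4 NW / Control set: positive and negative controls per plate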
# MrgX1 antagonist: antagonists of human MrgX1 receptor; AID 588676; Q96LB2; MRGX1-HEK293 calcium flux, Fluo-4, BAM8-22 antagonism; active compounds read low; actives 1.3% (n = 310,000); B-score at 10 µM;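 active = calcium-response B-score plate-corrected more than 3 library SD below zero, starting fluorescence within 5 deviations, no agonist response on first addition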;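 note: peak minus trough fluorescence over baseline after final BAM8-22 challenge near maximal dose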
# SKKanGAS inh: blocks kanamycin growth of S. pyogenes SKKanGAS strain. BacTiter-Glo, 6 h. inhibition, % at 7.5 µM. actives 1.3% (n = 300,000);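 active = mean replicate score, as percent of positive control median, at least 50; inconclusive = mean below 50 but one replicate at or above 50; inactive = mean and every replicate below 50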;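 note: strain carries kanamycin resistance gene driven by streptokinase promoter and grows in 40 µg/ml kanamycin; loss of luminescence reflects streptokinase promoter inhibition or plain growth inhibition; 0% = median of DMSO wells and 100% = positive control at its reference dose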
# TMEM16A inh: blocks the mouse calcium-activated chloride channel TMEM16A. Q8BHY3. actives 1.2% (n = 310,000). HEK293 TMEM16A/YFP iodide influx fluorescence, ionomycin. normalized B-score (activity score, 25-100; higher = stronger inhibition) at 10 µM;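 active = ratio plate-corrected score three or more library SD toward inhibition, starting fluorescence score within five deviations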;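 note: score derived from kinetic fluorescence span divided by baseline fluorescence per well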
# HDAC3 inhib: human HDAC3 inhibition. recombinant HDAC3, fluorogenic peptide/trypsin coupled, fluorescence. actives 0.15% (n = 320,000). O15379. inhibition, % at 8.3 µM; in the data active = inhibition above about 26%, passing the limit was not always enough; inconclusive = no clear call, values can overlap the other calls
# Target sequence (O15379 whole entry, looked up): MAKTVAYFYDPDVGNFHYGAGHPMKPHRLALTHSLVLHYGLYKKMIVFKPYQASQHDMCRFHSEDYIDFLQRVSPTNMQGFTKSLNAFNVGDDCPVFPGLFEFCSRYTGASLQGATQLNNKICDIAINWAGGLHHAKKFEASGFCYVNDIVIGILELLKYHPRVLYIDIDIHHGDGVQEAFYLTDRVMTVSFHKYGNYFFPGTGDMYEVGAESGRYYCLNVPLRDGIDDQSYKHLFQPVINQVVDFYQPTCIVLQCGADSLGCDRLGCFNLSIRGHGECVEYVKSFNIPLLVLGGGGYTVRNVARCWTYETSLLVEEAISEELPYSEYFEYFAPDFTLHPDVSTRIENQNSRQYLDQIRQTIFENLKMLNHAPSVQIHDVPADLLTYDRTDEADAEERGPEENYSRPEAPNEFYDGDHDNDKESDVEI
# RGS4 pot: potentiators or activators of RGS4; HEK293 M3R/inducible RGS4, carbachol calcium flux Fluo4; active compounds read low; B-score at 10 µM; actives 0.92% (n = 310,000); AID 463111;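 active = B-score of the integrated calcium signal more than 4 SD below the library mean, with starting fluorescence not abnormally high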;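 note: negative B-score means reduced calcium response which marks RGS4 activation or potentiation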
#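 Detection: kinetic calcium fluorescence imaging with Fluo4-AM dye, 2 µM / Material: HEK293 cells with stable M3R and inducible RGS4 / Schedule: recording 10 s baseline at 1 Hz, 100 s post-agonist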
# MrgX1 PAM: human MrgX1 positive allosteric modulation, primary screen | Q96LB2 | MrgX1-HEK293, Fluo-4 calcium flux, FDSS; active compounds read high | B-score at 10 µM | actives 0.63% (n = 310,000) | AID 588675;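 active = plate-corrected calcium response at least 3 library SD above typical, normal starting fluorescence, not activating the receptor alone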;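 note: compound read alongside a low EC10 to EC30 dose of BAM8-22 agonist; peak minus trough fluorescence over baseline measured at the second addition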
# TRPC6 inh: mouse TRPC6 channel inhibition. HEK293-TRPC6, membrane potential dye, ACh-evoked depolarization; active compounds read low. AID 2553. B-score at 10 µM. Q61143. actives 1.1% (n = 310,000);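 active = B-score under library mean minus 3 SD, initial fluorescence not abnormally high, positive integrated signal ratio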;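 note: B-score derived from integrated fluorescence ratio over the kinetic read; more negative B-score means stronger inhibition of depolarization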
# Numbers without * were called inactive; i = inactive; ? = inconclusive; nt = not tested or not shown; & = joins results of further samples; ! = repeats disagree.
SMILES,TRPC6 act,RGS4 inh,TMEM16A act,MrgX1 ag,MrgX1 antagonist,SKKanGAS inh,TMEM16A inh,HDAC3 inhib,RGS4 pot,MrgX1 PAM,TRPC6 inh
Cc1ccc(NC(=O)COC(=O)c2ccc(F)cc2Cl)c(Br)c1,i,i,i,i,i,0.3,i,12.0,i,i,i
COC(=O)c1ccc(Cn2nnc3c(=O)[nH]c(C4CCCN(S(=O)(=O)c5ccc(C)cc5)C4)nc32)cc1 (centres undefined),i,i,i,i,i,2.4,i,nt,i,i,i
CNc1cncc(C(=O)O)c1,i,i,i,i,i,-4.0,i,1.9,i,i,i
Cc1cc(C)cc(OCC(=O)NC(C)c2ccccc2)c1 (centres undefined),i,i,i,i,i,7.2,i,6.2,i,i,i
Cc1cc(C)cc(NS(=O)(=O)c2csc(C(N)=O)c2)c1,i,i,i,i,i,2.4,i,-3.0,i,i,i
CCN1CC2=C(OC(N)=C(C#N)C2c2cccs2)/C(=C/c2cccs2)C1 (centres undefined),i,i,i,i,i,-5.8,i,1.0,i,8.24*,i
Cc1cc(NC(=O)COC(=O)C(C)Oc2ccc(Cl)cc2Cl)no1 (centres undefined),i,i,i,i,i,0.2,i,3.5,i,i,i
Nc1nonc1-n1nnc(C(=O)N/N=C/c2cccc(Cl)c2)c1CSc1ccc(Cl)cc1,i,i,i,i,i,16.1,i,nt,i,i,i
COc1ccc(S(=O)(=O)Nc2ccccc2C(=O)N2CCOCC2)cc1OC,i,i,i,i,i,-2.2,i,?,i,i,i
CC(C)(C)c1ccc(Cn2nnc3c(=O)[nH]c(C4CCCN(C(=O)c5cccs5)C4)nc32)cc1 (centres undefined),i,i,i,i,i,14.3,i,5.4,i,i,i
Cc1cc([N+](=O)[O-])cnc1Sc1nccn1C,i,i,i,i,i,-3.7,i,1.3,i,i,i
Cc1nnc(SCC(=O)NCCN2C(=O)CSC2=O)s1,i,i,i,i,i,1.8,i,-0.3,i,i,i
CC(=O)c1ccc(OCCCCOc2ccc(C(C)=O)cc2)cc1,i,i,i,i,i,-2.3,i,-1.2,i,i,i
Cc1cc(C)nc(N/N=C/c2c(CO)cnc(C)c2O)n1,i,i,i,i,i,-13.5,i,2.0,i,i,i
O=C(Nc1cccc2c1CCCC2)c1cc([N+](=O)[O-])ccc1Cl,i,i,i,i,i,-1.1,i,-4.7,i,i,i
CC(C)(C)C(=O)C(Oc1cccc2nonc12)n1cncn1 (centres undefined),i,i,i,i,i,-5.0,i,-3.3,i,i,i
CC1=C(C(N)=O)C(c2ccc(Cl)c(Cl)c2)n2ncnc2N1 (centres undefined),i,i,i,i,i,5.9,i,-8.3,i,i,i
O=C(c1cccs1)N(Cc1cc2ccccc2[nH]c1=O)CC1CCCO1 (centres undefined),i,i,i,i,i,-2.9,i,8.6,i,i,i
Cc1cc2c(nn1)CCc1nonc1-2,i,i,i,i,i,-2.0,i,9.0,i,i,i
CCOC(=O)N1CCC(NC(=O)Cn2cccc2C(=O)c2ccccc2C)CC1,i,i,i,i,i,-5.1,i,8.9,i,i,i
O=C(COc1ccccc1F)N1CCCc2ccccc21,i,i,i,i,i,1.1,i,-3.8,i,i,i
Cc1cccc(OCC(=O)N2CCCc3ccccc32)c1,i,i,i,i,i,nt,i,2.7,i,i,i
Cc1ccc(Cn2nnc3c(=O)[nH]c(C4CCCN(S(=O)(=O)c5ccccc5F)C4)nc32)cc1 (centres undefined),i,i,i,i,i,18.8,i,-0.9,i,i,i
CC1(c2nnc(-c3ccccc3)o2)CC(c2ccccc2)=NO1 (centres undefined),i,i,i,i,i,-8.4,i,2.6,i,i,i
CCCCN(CC)CCNC(=O)CCC(=O)Nc1ccc2nc(N3CCN(C)CC3)cc(C)c2c1,i,i,i,i,i,2.7,i,-20.6,i,i,i
CC1CCN(c2[nH]c(=S)c(C#N)c3c2CCCC3)CC1,i,i,i,i,i,0.6,i,2.5,i,i,i
C=CCNC(=O)CSc1nnc(-c2ccncc2)n1CCc1ccccc1,i,i,i,i,i,-2.1,i,-5.6,i,i,i
Cc1nn(C)c(N)c1C(O)(c1nccn1C)C(F)(F)F (centres undefined),i,i,i,i,i,-0.9,i,5.3,i,i,i
C/C(=N\NS(=O)(=O)c1ccc(C)cc1)c1ccc(Br)s1,i,i,i,i,i,5.2,i,0.7,i,i,i
O=C(c1ccccc1)N1CCN(S(=O)(=O)N2CCCCC2)CC1,i,i,i,i,i,3.1,i,1.9,i,i,i
CCOC(=O)Cn1c(=O)n(Cc2ccc(OC)cc2)c(=O)c2cccnc21,i,i,i,i,i,-3.8,i,4.2,i,i,i
Cn1c(=O)c2sccc2n(Cc2ccccc2)c1=O,i,i,i,i,i,nt,i,7.9,i,i,i
O=C(c1ccc(S(=O)(=O)Nc2cccc(C(F)(F)F)c2)cc1)N1CCC1,i,i,i,i,i,-2.2,i,7.4,i,i,i
CCOc1cc(N2CCOCC2)c(OCC)cc1NC(=O)COc1cccc(Cl)c1,i,i,i,i,i,1.3,i,-2.4,i,i,i
CCOc1ccc(NC(=O)CSc2nnc(C)n2Cc2ccccc2)cc1,i,i,i,i,i,2.0,i,0.2,i,i,i
O=C(c1ccc(C(=O)N2CCN(c3ccccc3F)CC2)nc1)N1CCN(c2ccccc2F)CC1,i,i,i,i,i,-3.2,i,nt,i,i,i
O=C(CS(=O)(=O)Cc1ccccc1)NCc1ccc2c(c1)OCO2,i,i,i,i,i,-8.5,i,-0.7,i,i,i
Cc1ccc(C(=O)Oc2cccnc2)cc1[N+](=O)[O-],i,i,i,i,i,-5.1,i,1.0,i,i,i
Cc1ccc(NC(C)C(=O)N/N=C/c2c[nH]c3ccccc23)cc1 (centres undefined),i,i,i,i,i,0.6,i,1.1,i,i,i
C=C(C(=O)O)C(CCCCCC)C(=O)O (centres undefined),i,i,i,i,i,4.1,i,-3.7,i,i,i
O=C(CN(C(=O)CCC(=O)Nc1nccs1)c1ccccc1F)NCc1ccc(F)cc1,i,i,i,i,i,-3.1,i,-2.2,i,i,i
CC(C)Oc1ccc(C(=O)NC(=S)Nc2ccc(Cl)c(C(=O)O)c2)cc1,i,i,i,i,i,-10.8,i,8.2,i,i,i
O=C(CCc1ccccc1)NNC(=O)Nc1ccccc1,i,i,i,i,i,-5.7,i,3.0,i,i,i
CC(C)(CNC(=O)c1cc2ccccc2o1)N1CCOCC1,i,i,i,i,-4.54*,-2.9,i,-1.9,i,i,i
CC(C)c1ccc(S(=O)(=O)N2CCN(CC(=O)c3ccc(O)c(O)c3)CC2)cc1,i,i,i,i,i,5.4,i,-0.4,i,i,i
O=C(Nc1ccc2nc3n(c(=O)c2c1)CCCCC3)c1ccccn1,i,i,i,i,i,-7.6,i,5.7,i,i,i
Cc1ccc(NC(=O)CCc2c(C)nn(-c3ccc(N4CCCCC4)nn3)c2C)cc1,i,i,i,i,i,-0.2,i,4.7,i,i,i
CCOc1ccccc1Nc1nc(N)nc(CN(C)C2CCCCC2)n1,nt,nt,i,i,i,nt,i,-2.6,nt,i,nt
O=C(NCc1cccc(F)c1)C1CCC(=O)N(C2CC2)C1 (centres undefined),i,i,i,i,i,-4.2,i,0.7,i,i,i
O=S(=O)(c1cccc(Cl)c1)N1CN(CC2CCCO2)c2nc3ccccc3nc21 (centres undefined),i,i,i,i,i,-1.9,i,?,i,i,i
CCOc1ccccc1N1CCN(CC(O)COCc2cccs2)CC1 (centres undefined),i,i,i,i,i,-4.3,i,-10.2,i,i,i
CCN(C(=O)CCN1C(=O)c2ccccc2S1(=O)=O)c1ccccc1,i,i,i,i,i,-3.1,i,3.5,i,i,i
COCCN(C(=O)COC(=O)COc1ccc2c(c1)CCC2)c1c(N)n(Cc2ccccc2)c(=O)[nH]c1=O,i,i,i,i,i,-12.0,i,nt,i,i,i
CCOc1ccc2c(c1)c1nnc(SCC(=O)NC3CC3)nc1n2C,i,i,i,i,i,2.4,i,-6.0,i,i,i
O=C(Nc1nccs1)c1ccc(NC(=O)C2CC=CCC2C(=O)O)cc1 (centres undefined),i,i,i,i,i,6.2,i,-2.8,i,i,i
COCCN1C(=O)N(c2cccc(OC)c2)C(=O)C1CC(=O)Nc1ccc(OC)cc1 (centres undefined),i,i,i,i,i,-0.4,i,-2.0,i,i,i
CCOC(=O)C(C)(C)Sc1ncnc2nc[nH]c12,i,i,i,i,i,-2.8,i,0.9,i,i,i
CCNC(=O)COC(=O)C1CCN(S(=O)(=O)c2ccc3c(c2)OCCO3)CC1,i,i,i,i,i,-0.6,i,nt,i,i,i
CN(C)CC/C=C1/c2cc(F)ccc2CSc2ccc(F)cc21,i,i,i,i,i,0.3,i,5.1,i,i,i
CC1=C(C(=O)OCc2ccccc2)C(c2ccc(Cl)cc2)NC(=O)N1C (centres undefined),i,i,i,i,i,6.1,i,-2.6,i,i,i
# (continued)
SMILES,TRPC6 act,RGS4 inh,TMEM16A act,MrgX1 ag,MrgX1 antagonist,SKKanGAS inh,TMEM16A inh,HDAC3 inhib,RGS4 pot,MrgX1 PAM,TRPC6 inh
c1ccc(CNc2ncnc3ccccc23)cc1,i,i,i,i,i,-0.8&-2.9,25*!,-3.2&6.5,i,i,i
COc1ccc(N=C(N(C)C)P(=O)(N(C)C)N(C)C)cc1,i,i,i,i,i,-1.1,i,-0.7,i,i,i
Cc1cccc(OCCCC(=O)Nc2nc3ccccc3[nH]2)c1,i,i,i,i,i,-11.2,i,-5.8,i,i,i
CN(C)c1ccc(/C=C/c2cccc[n+]2[O-])cc1,i,i,i,i,i,-3.8,i,4.6,i,i,i
CCOCCOC(=O)Cn1cnc2scc(-c3ccc(C)cc3)c2c1=O,i,i,i,i,i,-5.2,i,-6.1,i,i,i
COc1ccc(NC(=O)/C(=C\c2cccnc2)NC(=O)c2cccs2)cc1,i,i,i,i,i,1.2,i,0.4,i,i,i
Cn1nc(C(F)(F)F)c(C(=O)Nc2ccc(F)cc2F)c1Sc1ccc(C(F)(F)F)cc1,i,i,i,i,i,17.8,i,nt,i,i,i
COc1cccc(C(=O)NCCC2=CCCCC2)c1,i,i,i,i,i,-1.5,i,1.0,i,i,i
CC(C)OC(=O)CSc1nnc(-c2ccc(Cl)cc2Cl)n1N,i,i,i,i,i,3.9,i,-3.5,i,i,i
